NOD2 RIPK2 PPI – inhibitors of human NOD2-RIPK2 interaction. O43353. CHO BLA complementation NOD2-RIPK2, CCF4 ratio. inhibition, % at 4.98 µM. actives 0.38% (n = 360,000). AID 624267; in the data active means inhibition above about 21%;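 further: 0% = vehicle only and 100% = reference blocker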
Target sequence (O43353 whole entry, looked up): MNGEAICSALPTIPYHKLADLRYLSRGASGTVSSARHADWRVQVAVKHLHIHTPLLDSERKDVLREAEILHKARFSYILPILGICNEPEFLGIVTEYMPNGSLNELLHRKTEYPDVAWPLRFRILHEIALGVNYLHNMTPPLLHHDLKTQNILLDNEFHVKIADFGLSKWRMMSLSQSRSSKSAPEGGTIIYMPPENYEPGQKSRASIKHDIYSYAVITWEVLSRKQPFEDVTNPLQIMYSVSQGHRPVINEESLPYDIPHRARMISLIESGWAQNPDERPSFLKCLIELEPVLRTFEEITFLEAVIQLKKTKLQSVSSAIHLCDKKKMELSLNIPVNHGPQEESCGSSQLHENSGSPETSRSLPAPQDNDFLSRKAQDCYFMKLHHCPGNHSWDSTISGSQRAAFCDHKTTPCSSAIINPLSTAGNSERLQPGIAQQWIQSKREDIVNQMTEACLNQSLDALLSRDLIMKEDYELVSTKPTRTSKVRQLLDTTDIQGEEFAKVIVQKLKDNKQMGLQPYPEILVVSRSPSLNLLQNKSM
TLR9-MyD88 inh – inhibitors of human TLR9-MyD88 binding; CHO BLA complementation TLR9-MyD88, CCF4 FRET ratio; inhibition, % at 4.98 µM; Q9NR96+Q99836; actives 0.21% (n = 340,000);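 active means inhibition above the mean over all tested compounds plus 3 SD, cut at about 21% in these data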;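 further: 0% = DMSO only wells and 100% = clavulanate BLA inhibitor control wells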
SRC2 inh – human SRC2 (NCOA2) inhibition; Q15596; HEK293 GAL4-SRC2 luciferase reporter, luminescence; inhibition, % at 9 µM; actives 0.17% (n = 370,000); AID 651957;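 active means inhibition above the mean inhibition of all tested compounds plus 3 SD, set per campaign, cut at about 52% in these data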;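 further: 0% = DMSO treated cells and 100% = cells given Gossypol at 36 µM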
LRH-1 inv ag – inverse agonists of human LRH-1 (NR5A2); O00482; HEK293T StAR-luciferase reporter, LRH-1 transfected, 24 h; inhibition, % at 3.6 µM; actives 0.13% (n = 360,000);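 active means inhibition above the mean inhibition of all tested compounds plus 3 SD, cut at about 73% in these data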;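 further: 0% = DMSO wells and 100% = reporter-only cells lacking LRH-1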
LMP1 NFkB inh – reduces LMP1-driven NF-kappaB luciferase signal; LMP1-induced NF-kappaB luciferase reporter cells, luminescence; inhibition, % at 12.5 µM; actives 0.69% (n = 350,000); in the data active means inhibition above about 41%;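 further: 0% = neutral control wells and 100% = reference inhibitor control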
ABHD5-PLIN5 inh – ABHD5-PLIN5 protein interaction inhibition; Q00G26+Q8WTS1; Split G. princeps luciferase complementation, luminescence, 4 h; inhibition, % at 4 µM; actives 0.78% (n = 360,000); AID 602281;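 active means inhibition above the mean inhibition across every tested compound plus 3 SD, cut at about 22% in these data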;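 further: 0% = DMSO only wells and the 100% control is not disclosed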
NR2F2 inh – inhibitors of human COUP-TFII (NR2F2); P24468; HEK293T NGFI-A luciferase reporter, luminescence; inhibition, % at 8.6 µM; actives 0.7% (n = 370,000);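 active means inhibition above a per-plate cutoff, mean inhibition of test wells between control levels plus 3 SD, cut at about 38% in these data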;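 further: cells cotransfected with COUP-TFII expression vector driving the NGFI-A reporter; 0% = median of COUP-TF2 test wells and 100% = reporter-only cells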
Target sequence (P24468 whole entry, looked up): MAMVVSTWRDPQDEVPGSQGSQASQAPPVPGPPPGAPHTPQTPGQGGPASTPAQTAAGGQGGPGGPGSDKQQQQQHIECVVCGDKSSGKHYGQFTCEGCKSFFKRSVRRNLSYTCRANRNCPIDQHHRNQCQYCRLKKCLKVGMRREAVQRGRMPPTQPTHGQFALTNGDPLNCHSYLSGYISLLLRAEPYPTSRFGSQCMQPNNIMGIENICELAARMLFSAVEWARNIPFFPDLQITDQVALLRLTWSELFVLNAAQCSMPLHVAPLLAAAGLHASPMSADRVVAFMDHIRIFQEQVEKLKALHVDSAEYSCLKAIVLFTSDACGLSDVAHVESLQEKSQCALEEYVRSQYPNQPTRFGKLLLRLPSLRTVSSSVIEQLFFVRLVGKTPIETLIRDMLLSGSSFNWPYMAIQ
MC4R antag cAMP – antagonists of human melanocortin 4 receptor (MC4R) | P32245 | MC4R-expressing cells, MTII-stimulated cAMP, LANCE TR-FRET | inhibition, % at 6.5 µM | actives 0.48% (n = 360,000);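 active means inhibition above its plate's cutoff, the mean of tested wells on that plate plus 3 SD, cut at about 29% in these data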;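 further: 0% = Melanotan II alone and 100% = Melanotan II plus saturating MCL0020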
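System – human MC4R-expressing U2OS cells · Also added – Melanotan II · Dosing – one concentration, 6.5 µM nominal · Timing – 30-min compound, 1-h challenge, 1-h detection, room temperature · Measured by – Eu-cAMP/anti-cAMP TR-FRET, emission 671 nm · Replicates – singlicate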
NCOA3 inh – human NCOA3 inhibition | Q9Y6Q9 | HEK293 GAL4-SRC3 luciferase reporter, luminescence | inhibition, % at 3.6 µM | actives 0.17% (n = 360,000) | AID 588352;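 active means inhibition above a per-campaign cutoff, the mean of all compounds plus 3 SD, cut at about 60% in these data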;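 further: 0% = DMSO-treated cells and 100% = gossypol-treated cells at 36 µM; higher means less SRC3-driven luciferase light from the GAL4 reporter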
SRC1 inh – inhibits human SRC1 coactivator; Q15788; HEK293 GAL4-SRC1 luciferase reporter, luminescence; inhibition, % at 3.6 µM; actives 0.12% (n = 360,000);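 active means inhibition above the campaign mean plus 3 SD, with each screening campaign given its own cutoff, cut at about 60% in these data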;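 further: 0% = DMSO treated cells and 100% = gossypol at 36 µM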
MC4R ag barr – human MC4R agonism via beta-arrestin; U2OS MC4R beta-arrestin complementation, luminescence; percent of melanotan II response, DMSO zero; P32245; activation, % at 8.9 µM; actives 0.98% (n = 360,000);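 active means activation above a per-plate cutoff, the mean activation of sample wells on that plate plus 3 SD, cut at about 8% in these data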
Active calls of the source: *. These rows are one share of the data, so the mix of outcomes need not match the whole.

molecule | NOD2 RIPK2 PPI | SRC1 inh | MC4R antag cAMP | NR2F2 inh | ABHD5-PLIN5 inh | LRH-1 inv ag | NCOA3 inh | SRC2 inh | TLR9-MyD88 inh | LMP1 NFkB inh | MC4R ag barr
c1ccc(C2CC(c3cccs3)Nc3nnnn32)cc1 (configuration not stated) | -23 | 5 | 9 | 3 | 4 | -9 | 10 | -16 | -10 | 4 | 2.8
CCn1c(=O)[nH]c(=O)c2c(N)c(C(=O)c3ccccc3OC)sc21 | -8 | 10 | -21 | -9 | 2 | 18 | 19 | -5 | -2 | 9 | -0.8
CCOCCCNC(=O)C1CC(=O)N(CCc2ccc(C)cc2)C1 (configuration not stated) | 0 | -4 | 0 | 13 | 3 | -8 | -18 | -7 | 7 | 2 | -1.8
CCOC(=O)CNc1nc(Oc2ccc(=O)n(C)n2)nc(N(CC)CC)n1 | -9 | -12 | 3 | 0 | 2 | 15 | 9 | -2 | 2 | 6 | -1.3
O=C(CNC(=O)c1ccccc1)OCc1cccc([N+](=O)[O-])c1 | -3 | 4 | 4 | 15 | 2 | -5 | 7 | -8 | -7 | -3 | -0.8
C=CCn1c(=O)c2ccccc2n2c(SCC(=O)c3ccccc3)nnc12 | 12 | -7 | 11 | -4 | 0 | -7 | 15 | 9 | 2 | 4 | -2.0
CCc1ccc(CNCc2cccs2)cc1 | 8 | -9 | 5 | -7 | 2 | -20 | -18 | 10 | 11 | -4 | -1.1
COc1cc(CC(=O)NNC(=O)c2cccs2)cc(OC)c1OC | -5 | -9 | 6 | -17 | -4 | -1 | -16 | -13 | -10 | 0 | -0.4
CCN1C(=O)c2cccc3c(S(=O)(=O)N4CCCC4C(=O)O)ccc1c23 (configuration not stated) | 8 | -44 | 2 | 8 | 0 | -5 | 8 | -19 | -3 | -5 | -1.6
c1ccc(CN2CCN(C3=Nc4cccc5cccc3c45)CC2)cc1 | -14 | -26 | -1 | -9 | 2 | -16 | -18 | -6 | -4 | -8 | -0.5
COc1ccc(NC(=O)CN(C)C(=O)c2cc(-c3ccc(OC)cc3)nc3ccccc23)cc1 | 3 | -6 | 1 | 0 | -10 | 3 | 12 | -23 | -3 | 8 | -0.8
CC(C)(C)OC(=O)N1CCC(Cc2cc(-c3ccc(Cl)cc3)no2)(C(=O)O)CC1 | -16 | -5 | 10 | -19 | -1 | 12 | 8 | 4 | -13 | 5 | -0.8
COC(=S)N/C(=N\S(=O)(=O)c1ccc(Cl)cc1)c1ccccc1 | -5 | 3 | 9 | -2 | -6 | 1 | -1 | -4 | -3 | -8 | -2.9
O=S(=O)(NCCC1=CCCCC1)c1ccc(F)cc1 | -17 | -5 | 2 | 1 | 0 | 4 | -24 | -3 | 1 | -11 | 2.8
CC(=O)N1CCN(C(=S)c2ccc([N+](=O)[O-])cc2)CC1 | 12 | 1 | -1 | -13 | -12 | 7 | 13 | 8 | -7 | -10 | -2.2
CCCC(=O)N1CCN(c2ccc(NC(=O)c3ccccc3)cc2)CC1 | -3 | 1 | 5 | -18 | 7 | -11 | 1 | 2 | -8 | -6 | 1.8

Ordered by value in ABHD5-PLIN5 inh (low to high): 5 of the compounds above
molecule | NOD2 RIPK2 PPI | SRC1 inh | MC4R antag cAMP | NR2F2 inh | ABHD5-PLIN5 inh | LRH-1 inv ag | NCOA3 inh | SRC2 inh | TLR9-MyD88 inh | LMP1 NFkB inh | MC4R ag barr
CC(=O)N1CCN(C(=S)c2ccc([N+](=O)[O-])cc2)CC1 | 12 | 1 | -1 | -13 | -12 | 7 | 13 | 8 | -7 | -10 | -2.2
COC(=S)N/C(=N\S(=O)(=O)c1ccc(Cl)cc1)c1ccccc1 | -5 | 3 | 9 | -2 | -6 | 1 | -1 | -4 | -3 | -8 | -2.9
CC(C)(C)OC(=O)N1CCC(Cc2cc(-c3ccc(Cl)cc3)no2)(C(=O)O)CC1 | -16 | -5 | 10 | -19 | -1 | 12 | 8 | 4 | -13 | 5 | -0.8
c1ccc(CN2CCN(C3=Nc4cccc5cccc3c45)CC2)cc1 | -14 | -26 | -1 | -9 | 2 | -16 | -18 | -6 | -4 | -8 | -0.5
CCCC(=O)N1CCN(c2ccc(NC(=O)c3ccccc3)cc2)CC1 | -3 | 1 | 5 | -18 | 7 | -11 | 1 | 2 | -8 | -6 | 1.8

(list continues)
molecule | NOD2 RIPK2 PPI | SRC1 inh | MC4R antag cAMP | NR2F2 inh | ABHD5-PLIN5 inh | LRH-1 inv ag | NCOA3 inh | SRC2 inh | TLR9-MyD88 inh | LMP1 NFkB inh | MC4R ag barr
NS(=O)(=O)c1cc(C(=O)OCC(=O)N2CCc3ccccc3C2)ccc1Cl | -1 | -38 | 4 | -10 | 0 | 11 | -2 | -1 | 2 | -6 | 1.9
COc1ccc(-c2c[n+]3c(n2-c2ccccc2)CCCCC3)cc1 | -10 | 36 | 15 | 33 | -3 | 40 | 33 | 10 | 11 | 4 | 0.7
COC(=O)CCCNC(=O)c1ccc2oc(CCCc3ccccc3)nc2c1 | 0 | -3 | 7 | -29 | 1 | -5 | -22 | -52 | 10 | -2 | -1.4
CCn1cc(C(=O)NCc2ccc(Cl)cc2)c(=O)c2cc(S(=O)(=O)N(C)C)ccc21 | -6 | -2 | 19 | -4 | -2 | -7 | -3 | -32 | -10 | 8 | -1.0
COC(=O)c1cc2sccc2n1CC(=O)Nc1cccc(SC)c1 | 8 | -1 | 8 | 0 | -9 | 9 | 3 | -18 | 6 | -2 | -1.8
Cn1c(SCc2ccccc2)nnc1-c1ccc2nonc2c1 | 4 | -11 | -2 | -6 | 2 | -13 | -8 | 5 | 1 | -4 | 0.7
N#CCSc1ncnc2sc3c(c12)CCC3 | -6 | 9 | -43 | 18 | -8 | -14 | 5 | -38 | -4 | 11 | 0.4
O=C(NCCCN1CCOCC1)c1cc(C(=O)C2CC2)c[nH]1 | 0 | 0 | 4 | 0 | 0 | 1 | 8 | 7 | -9 | -6 | -0.5
CC1=C(C(=O)N2CCOCC2)CC(CC(=O)NCCN2CCOCC2)C(=O)N1Cc1ccc(F)cc1 (configuration not stated) | -12 | -13 | 2 | 2 | 0 | -1 | -2 | 16 | 0 | 6 | -0.5
S=C(NCCc1ccccc1)NCC(c1ccco1)N1CCCCC1 (configuration not stated) | 2 | -4 | -2 | 13 | -2 | -7 | 4 | -4 | -7 | 0 | -3.6
COCCCNc1ncnc2c1sc1nc(-c3ccco3)c3c(c12)CC(C)(C)OC3 | -1 | -11 | -7 | -27 | 13 | -35 | -14 | -2 | -8 | -44 | 0.9
CCN(CC)S(=O)(=O)c1cccc(-c2nnc(SCC(=O)NC)n2CCc2ccccc2)c1 | -11 | 1 | 3 | -14 | 4 | 2 | -7 | -33 | -5 | -2 | -1.9
CC(=O)N1C(=O)CC(C)N(C(C)=O)c2ccc([N+](=O)[O-])cc21 (configuration not stated) | 2 | 8 | 16 | -8 | 1 | -10 | -22 | -33 | 0 | 15 | -2.9
Nc1ccc2nc(-c3cccnc3)[nH]c2c1 | -9 | 2 | -1 | -14 | -7 | 12 | 2 | -40 | 7 | -4 | 2.3
COc1ccc(C(=O)N[C@H](C(=O)Nc2nc3ccccc3[nH]2)C(C)C)cc1 | 3 | -170 | -16 | -44 | 2 | -143 | -75 | -37 | 16 | 10 | -2.1
CSc1ccc(/C=C/C(=O)N2CCN(c3ccccn3)CC2)cc1 | 1 | -5 | 7 | -12 | -3 | -2 | -32 | -2 | 7 | -4 | -3.0
COc1ccc(NC(=O)CSc2nc(C)cc(C(F)(F)F)n2)cc1 | -2 | -6 | -4 | -5 | -3 | -4 | 12 | 21 | 2 | -8 | 1.1
Cc1cc(C(=O)CCC(=O)NCC(=O)Nc2c(C)cccc2C)c(C)s1 | -4 | -20 | 25 | -1 | 0 | -24 | 15 | -18 | -1 | -7 | 3.7
CCOc1cc(CNC(C)(C)CO)cc(Br)c1OCc1ccc(Cl)cc1Cl | -5 | 16 | -1 | -11 | 17 | 1 | -11 | 14 | -10 | 0 | 5.9
CC(C)Cn1c(/C=C/c2ccccc2)nc2ccccc21 | -6 | -111 | 5 | -34 | -10 | -155 | -81 | -26 | -5 | -19 | -1.0
CSc1ccc(CN(C)CC(=O)NC(=O)NC(C)(C)C)cc1 | -1 | 9 | 3 | 11 | -3 | -8 | 5 | -12 | -3 | 18 | 1.7
Cc1nc2ccccc2n1CCc1nc2c3ccccc3nc(=S)n2[nH]1 | 0 | -1 | 17 | 5 | -11 | 21 | 2 | -13 | -2 | -6 | 1.8
CCC(CC)c1nnc(NC(=O)c2cc(-c3ccccc3)nc3ccccc23)s1 | -5 | 0 | 19 | -5 | 0 | 4 | 17 | -15 | -2 | -1 | 0.7
O=C(C1CCN(S(=O)(=O)c2cnc[nH]2)CC1)N1CCn2c1nc1ccccc12 | -5 | -18 | 11 | 13 | 0 | -11 | 9 | 8 | -8 | -2 | -5.8
O=C(NCCCc1ccccc1)c1ccc(CS(=O)Cc2ccccc2Cl)o1 (configuration not stated) | 3 | -3 | 11 | 10 | 9 | 13 | -8 | -21 | -1 | 3 | 1.4
Cc1ccc(/C=N/NC(=O)CSc2nc3ccccc3[nH]2)o1 | 7 | -21 | -3 | -14 | -4 | -10 | -14 | -5 | -6 | -9 | -2.3
CCOC(=O)CCc1c(C)nc2cc(-c3ccccc3OC)[nH]n2c1=O | -2 | -6 | 11 | 19 | 3 | -14 | -13 | -15 | -7 | -1 | -0.1
C[C@H](NC(=O)C1CC(=O)N(c2ccc3c(c2)OCO3)C1)C(=O)NCc1ccco1 (some centres not stated) | -102 | 8 | 0 | 12 | 11 | 7 | 9 | -21 | -2 | 7 | 1.2
O=C(CNC(=O)c1ccc(Cl)cc1)NCc1ccccn1 | -1 | -7 | 6 | -4 | 7 | 18 | 10 | -7 | 6 | 2 | 0.7
O=C(CN1CCN(c2ccc(O)cc2)CC1)Nc1ccc(SC(F)F)cc1 | 8 | -17 | 3 | 12 | -1 | -11 | -5 | -16 | -3 | -2 | -1.6
Cc1c(NC(=O)c2ccc(Cl)c([N+](=O)[O-])c2)cccc1-n1cnnn1 | -13 | 1 | -25 | 17 | 0 | -2 | 10 | -55 | -8 | 3 | -2.7
O=C(Cn1c(CN2CCCCC2)nc2ccccc2c1=O)Nc1ccccc1 | -11 | 10 | 3 | 13 | 1 | 21 | 14 | 6 | -4 | -9 | -0.7
